From PubChem
GSK3 alpha inh – human GSK-3 alpha kinase inhibition. ADP-Glo luminescence, 60 min. P49840. AID 2650. 320,000 tested, 0.1% active. inhibition, % at 10 µM;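 in the data active means inhibition above about 50%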;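 further: GST-tagged GSK-3 alpha with peptide substrate and 25 µM ATP; 0% = DMSO neutral wells and 100% = GW8510 positive control wells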
Target sequence (P49840 whole entry, looked up): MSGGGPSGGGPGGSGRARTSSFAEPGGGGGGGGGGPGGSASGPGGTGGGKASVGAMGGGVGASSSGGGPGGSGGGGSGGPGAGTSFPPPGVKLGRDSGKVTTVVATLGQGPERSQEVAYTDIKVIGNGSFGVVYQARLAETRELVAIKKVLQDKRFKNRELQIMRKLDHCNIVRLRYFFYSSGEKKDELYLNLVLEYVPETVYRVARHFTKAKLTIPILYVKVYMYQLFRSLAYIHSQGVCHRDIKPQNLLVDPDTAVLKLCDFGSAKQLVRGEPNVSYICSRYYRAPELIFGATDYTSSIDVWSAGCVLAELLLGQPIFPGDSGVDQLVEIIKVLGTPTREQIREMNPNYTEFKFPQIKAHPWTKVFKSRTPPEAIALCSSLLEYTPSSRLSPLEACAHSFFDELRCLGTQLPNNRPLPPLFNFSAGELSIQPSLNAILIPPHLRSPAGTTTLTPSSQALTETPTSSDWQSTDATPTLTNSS
GSK3beta inhib – inhibitors of human GSK3beta kinase | P49841 | 300,000 tested, 0.038% active | activity score (negative = inhibition), % at 10 µM | GST-GSK3beta kinase, ADP-Glo luminescence, 60 min; active compounds read low;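 active means more than half of replicate wells score below -50%, meaning over 50% inhibition versus plate controls; inconclusive means some replicates but at most half score below -50%; inactive means no replicate scores below -50%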;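 further: 0% = median DMSO wells and -100% = median GW8510 positive control wells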
Target sequence (P49841 whole entry, looked up): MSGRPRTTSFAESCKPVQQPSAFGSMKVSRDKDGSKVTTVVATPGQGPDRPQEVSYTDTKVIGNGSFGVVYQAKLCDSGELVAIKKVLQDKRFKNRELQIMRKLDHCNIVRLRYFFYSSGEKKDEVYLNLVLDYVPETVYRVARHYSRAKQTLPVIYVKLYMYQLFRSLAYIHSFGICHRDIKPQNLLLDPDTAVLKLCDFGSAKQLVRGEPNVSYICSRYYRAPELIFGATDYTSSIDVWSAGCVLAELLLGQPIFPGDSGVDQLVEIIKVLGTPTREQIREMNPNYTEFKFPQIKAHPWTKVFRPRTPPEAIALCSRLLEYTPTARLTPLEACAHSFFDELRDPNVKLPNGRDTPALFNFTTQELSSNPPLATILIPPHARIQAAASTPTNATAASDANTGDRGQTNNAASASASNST
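Test system – GST-tagged human GSK3beta kinase, cell-free · Incubation – 60 min enzyme reaction, room temperature · Signal – ADP-Glo luminescence · Also added – peptide substrate and ATP at 25 µM · Controls – DMSO neutral wells and GW8510 at 20 µM as positive · Buffer or medium – Tris/MgCl2 kinase buffer · Measure – Luminescence-derived activity versus plate DMSO and GW8510 wells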
IEC-6 tox – kills IEC-6 intestinal cells in KLF5 counter-screen; inhibition, % at 5 µM; AID 1825; 290,000 tested, 0.78% active; IEC-6 cytotoxicity, luminescence viability; in the data active means inhibition above about 22%;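 further: 0% = plate median of test compound wells and 100% = cytotoxic reference compound wells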
KLF5 inhibitor – kruppel-like factor 5 inhibition; DLD-1 KLF5 promoter-luciferase reporter, luminescence; inhibition, % at 5 µM; 290,000 tested, 0.23% active; AID 1700;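 active means inhibition above a per-plate limit of that plate's mean compound inhibition plus 3 SD, cut at about 60% in these data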;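 further: 0% = DMSO wells and 100% = LY294002 at 200 µM; higher means less KLF5 promoter-driven luciferase light; inactives centre near -14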
aSyn 5UTR inh – 5' untranslated region of α-synuclein, MLPCN primary screen | inhibition, % (tested at 7.5 µM) | alpha-synuclein 5'UTR reporter, inhibitor activity | 300,000 tested, 0.82% active; in the data active means inhibition above about 60%; inconclusive means no clear call, values can overlap the other calls;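 further: H4 neuroglioblastoma cells stably carrying SNCA 5'UTR luciferase fusion; 0% = DMSO wells and 100% = positive control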
HSP90 inh – inhibitors of HSP90 luciferase refolding in rabbit reticulocyte lysate; luciferase refolding luminescence, 3 h; inhibition, % at 5.6 µM; 290,000 tested, 0.91% active; AID 1789;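 active means inhibition above the screen-wide mean plus 3 SD, computed separately per campaign, cut at about 16% in these data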;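 further: 0% = DMSO wells and 100% = 60 µM geldanamycin wells; inhibitors lower the luminescence because luciferase stays unfolded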
DYRK1A inh – Dyrk1A (rat) kinase inhibition | 310,000 tested, 0.43% active | Q63470 | inhibition, % at 12.5 µM | ADP-Glo luminescence, NFATc1 peptide; in the data active means inhibition above about 50%;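 further: plate controls were vehicle with enzyme for no effect and no enzyme for full effect; many of its hits are not listed in these tables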
HSF-1 act – increases HSF-1 driven luciferase reporter signal; NIH3T3-HGL HSF-1 luciferase reporter, MG132, 8 h; 100% = twice DMSO control signal; 300,000 tested, 1.7% active; activation, % at 9 µM;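 active means mean replicate activation of at least 50% with a set share of replicates each reaching 50%; inconclusive means only one of those two conditions met; inactive means mean below 50% and too few replicates reaching it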;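 further: 0% = median of the neutral control wells and 100% = twice that signal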
HSF1 inh – HSF1 inhibition. activity change, negative = inhibition, % at 7.5 µM (by protocol). NIH3T3-HGL HSE-luciferase, MG132-induced, luminescence 8 h; active compounds read low. 300,000 tested, 0.77% active;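 active means more than half of replicate wells show activity change below -50%, luminescence cut by over half; inconclusive means some wells, but at most half, below -50%; inactive means no replicate well below -50%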;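 further: luciferase reports HSF-1 transcriptional activity via heat shock element; 0% = median of DMSO wells and -100% = zero luminescence signal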
Platelet DG rel – modulates dense granule release in human platelets. human platelet-rich plasma, SFLLRN dense granule ATP release, luminescence. inhibition, %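 (compounds screened at 7.5 µM in platelet-rich plasma)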. 300,000 tested, 0.22% active. AID 1663;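 active means mean replicate score, as percent of positive control, at or above 50; inconclusive means mean below 50 but at least one replicate at or above 50; inactive means mean and every replicate below 50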
Starred values were filed as active, the others as inactive; ? = inconclusive; · = no result given.

SMILES	GSK3 alpha inh	GSK3beta inhib	IEC-6 tox	KLF5 inhibitor	aSyn 5UTR inh	HSP90 inh	DYRK1A inh	HSF-1 act	HSF1 inh	Platelet DG rel
COCCCNC(=O)C1C2C=CC3(CN(Cc4ccc(C)cc4)C(=O)C13)O2 (stereo not drawn)	-1	-4	-5	-11	1	5	1	-10	-2	13
O=C(O)CCC(=O)Nc1ccccc1C(=O)Nc1ccccc1	-2	0	1	-5	17	3	-2	26	1	5
CCOC(=O)c1c(C)[nH]c(C(=O)COC(=O)CNC(=O)C2CCCCC2)c1C	0	3	-4	-25	2	9	6	-36	-26	·
CCCCOC(=O)C1[C@H]2C(=O)N(c3ccccc3CC)C[C@]23C=C[C@H]1O3 (stereo partly drawn)	0	5	0	-24	3	3	2	-2	4	3
CSc1nc(C)cc(-c2cc(C(=O)Nc3ccccc3)on2)n1	-3	6	·	·	15	·	·	7	-1	1
Cc1ccc(C(=O)NCCNC(=O)CN2CCCC2)cc1	-2	1	0	-40	-8	2	4	3	-4	11
O=C(/C=C/c1c(F)cccc1Cl)Nc1cccnc1	-1	5	-8	-152	-111	3	·	34	22	5
O=C(C[n+]1ccc(C(=O)NCc2ccccc2)cc1)c1ccc(OC(F)F)cc1	-1	1	-5	14	-5	2	6	-1	1	-19
COc1cccc(CNC(=O)CCC2CCCN(C(=O)c3ccccc3N(C)C)C2)c1 (stereo not drawn)	-2	-2	-3	-36	2	-5	-4	-19	-7	8
Cc1ccc(-n2c3c(cc(C(=O)NCCCN4CCOCC4)c2=O)C(=O)CC(C)(C)C3)cc1	-1	-2	·	·	10	·	-4	1	-8	0
O=C(NNC(=S)Nc1ccccc1)c1cc(Br)ccc1Cl	-5	4	11	-30	15	1	5	1	2	13
Cc1ccc(/C=C/S(=O)(=O)Nc2ccc(C)cc2)cc1	-3	0	-1	-43	-13	1	2	46	17	-7
CCC(=O)N1CCN(c2ccc(NC(=O)COc3ccc(C)cc3C)cc2)CC1	-5	·	-5	15	10	6	1	110*	97	4
COc1ccc(NC(=O)CSc2nn3c(=O)c(C)nnc3s2)cc1	1	3	-4	-12	11	-3	12	-9	1	-5
CCOc1ccc(N2C(=O)C(CC(=O)Nc3ccccc3)N(Cc3ccccn3)C2=S)cc1 (stereo not drawn)	-3	1	6	33	4	2	0	24	16	1
CN(C)c1ccc(C(=O)N=c2sccn2C)cc1[N+](=O)[O-]	2	1	3	-150	-117	-3	-4	43	28	5
O=C(Nc1ccncc1)c1ccc(NS(=O)(=O)c2cccc(F)c2)cc1	2	0	2	-9	-21	1	-9	-23	-7	-13
CC(Sc1nc2cc(Cl)ccc2s1)C(=O)Nc1ccc2c(c1)OCO2 (stereo not drawn)	-2	-4	4	-36	-117	1	-1	-24	0	-5
CC(C)C1C(=O)CC(c2ccccc2)NC1c1ccccc1 (stereo not drawn)	-1	2	-6	-56	6	2	·	19	13	-7
CS(=O)(=O)Nc1ccc(C2=NN(S(C)(=O)=O)C(c3ccc4c(c3)OCO4)C2)cc1 (stereo not drawn)	0	-2	3	-117	-207	4	2	26	21	2
Cc1ccc(OCC(=O)NCc2ccco2)c([N+](=O)[O-])n1	-1	-1	-8	-10	15	-1	·	-12	-6	4
Cc1ccnc(N2CCC(C(=O)Nc3ccc4c(c3)CCC4)CC2)n1	2	0	2	-17	3	0	-11	-10	1	-3
CCC(=O)N1CCc2cc(Br)cc(S(=O)(=O)CCC(=O)NCCc3ccccc3)c21	0	2	-1	-7	-3	-1	-4	14	-11	-8
Cn1c(SCc2n[nH]c(=S)n2-c2ccccc2)nnc1-c1ccccc1	-1	1	-4	-9	-20	-1	9	-11	-1	-4
Nc1cccc([N+](=O)[O-])c1	0	-3	-2	-20	-8	0	-1	37	11	-2
SMILES	GSK3 alpha inh	GSK3beta inhib	IEC-6 tox	KLF5 inhibitor	aSyn 5UTR inh	HSP90 inh	DYRK1A inh	HSF-1 act	HSF1 inh	Platelet DG rel
CCOCCCNc1nc2c([nH]1)c(=O)n(C)c(=O)n2C	6	-4	0	-11	4	1	7	3	-8	1
NC(=O)CSc1nnc(-c2ccncc2)o1	4	-1	-6	-14	7	-2	5	17	5	-5
Cc1oc(-c2ccoc2)nc1CN(CC1CCC(=O)N1)C(C)C (stereo not drawn)	-3	1	-4	29	12	1	-2	72*	19	-2
COc1ccc(N=N/C(C(C)=O)=C(/C)O)cc1	-2	1	2	6	-36	2	-2	?	11	-5
Cn1c(C(=O)Nc2ccc3c(c2)OCO3)cc2c(=O)n(C)c3ccccc3c21	0	2	2	-4	-2	-6	7	5	-3	3
S=c1cnc2ccccc2[nH]1	2	0	5	-38	14	1	2	9	-1	-1
COc1ccc(C[C@H]2CN3C(=NC[C@@H]3Cc3ccc(O)cc3)N2CCNC(=O)c2ccc(C)c(Br)c2)cc1	4	-5	0	-19	1	9	5	-9	11	1
Cc1cc(C)c(NC(=O)CN2C(=O)NC3(CCCCC3)C2=O)c(C)c1	-1	1	-12	-4	6	-3	-5	-1	-3	-13
O=c1ccc(/C=C/c2ccccc2)nn1Cc1ccccc1Cl	0	0	14	-12	12	5	11	15	2	2
CCCc1cc(=O)oc2c(CN3CCCC3)c(O)c(Cl)cc12	-3	5	-6	-21	12	-2	9	32	-4	-2
CC(C)Oc1ccc(CN2CCCC(CO)(Cc3ccccc3)C2)cc1CO (stereo not drawn)	·	1	2	-48	5	3	-4	8	1	-1
CCN1C(=NCc2cc(OC)c(OC)c(OC)c2)N[C@@H](c2ccccc2)[C@H](C(=O)OC)[C@H]1C	-1	-5	0	-19	18	1	·	-4	-1	0
COc1cccc(CN(C)C(=O)C(Cc2ccccc2)NC(=O)c2ccccc2)c1OC (stereo not drawn)	1	0	·	·	13	·	-1	-4	-2	9
O=C1/C(=C\c2cccc([N+](=O)[O-])c2O)SC(=S)N1Cc1ccccc1	6	-5	1	5	-2	-3	2	21	1	13
COc1ccc2nc(SCC(N)=O)[nH]c2c1	-2	-3	8	-27	-6	4	37	-9	-4	-1
COc1ccc(C(=O)CSc2nccn2C)c(OC)c1	·	0	2	-122	-80	-2	11	30	32	-4
Cc1csc(NC(=O)Nc2cccc(Cl)c2)n1	-2	-1	6	-119	-203	0	10	55*	6	1
CCC(C)NC(=S)Nc1ccc(C(=O)OC)cc1 (stereo not drawn)	3	2	10	-22	-32	1	-3	-18	-14	6
C=CCSc1nc2[nH]ncc2c(=O)[nH]1	·	2	-16	-26	-2	-2	-15	3	9	2
Cc1cc(NC(=O)CSc2nc(C(C)C)nc3c2c(=O)n(C)c(=O)n3C)no1	-1	2	0	-26	28	-2	0	-4	-2	2
O=C1/C(=C/c2ccc(Cl)cc2)NC(=S)N1Cc1cccnc1	-6	0	-2	-13	19	-4	3	9	18	-8
CCOC(=O)Cn1c(CN2CCOCC2)nc2c1c(=O)[nH]c(=O)n2C	-1	1	-7	-35	-5	0	-2	0	-2	36
CC(C)N1CC(O)=C(c2nc3ccccc3[nH]2)C1=N	6	-1	-3	-94	-74	1	4	21	7	4
COc1ccc2cc3cc(C(=O)NCCN4CCc5ccccc5C4)oc3nc2c1	7	·	1	-44	-8	-3	77*	8	2	5
N#C/C(=C(/O)c1ccccc1F)c1nc2cc(C(F)(F)F)ccc2s1	1	0	2	-36	·	0	-4	·	·	0

Quoted from the entries so far, 2 compounds:
SMILES	GSK3 alpha inh	GSK3beta inhib	IEC-6 tox	KLF5 inhibitor	aSyn 5UTR inh	HSP90 inh	DYRK1A inh	HSF-1 act	HSF1 inh	Platelet DG rel
CCOCCCNc1nc2c([nH]1)c(=O)n(C)c(=O)n2C	6	-4	0	-11	4	1	7	3	-8	1
NC(=O)CSc1nnc(-c2ccncc2)o1	4	-1	-6	-14	7	-2	5	17	5	-5

(cont.)
SMILES	GSK3 alpha inh	GSK3beta inhib	IEC-6 tox	KLF5 inhibitor	aSyn 5UTR inh	HSP90 inh	DYRK1A inh	HSF-1 act	HSF1 inh	Platelet DG rel
CCOC(=O)C1CCN(C(=O)CSc2nc3ncccc3[nH]2)CC1	-1	-1	6	-33	-7	-2	-4	-10	1	-9
COc1ccc(-n2nc(C(=O)NCCCN3CCCC3=O)c3c4ccccc4n(C)c3c2=O)cc1Cl	1	3	-2	-2	-31	-3	-4	-9	-8	14
Nc1ncnc2c1CCC2	9	-1	-3	-1	12	3	5	?	16	0
COc1ccccc1/C=C/C(=O)NCCC1=CCCCC1	0	0	-4	-138	-150	-1	-6	37	19	2
O=C(Nc1cc2c3c(c1)C1CCCC1CN3CC1CCCC21)c1ccccc1 (stereo not drawn)	·	2	-7	-41	-25	0	-6	-2	-3	-1
CC(=O)c1c(COC(=O)c2ccc(F)cc2)nc2ccccc2[n+]1[O-]	0	3	-2	-4	-3	1	·	1	4	12
COc1ccccc1NC(=O)N1CCN(c2cccc(C(F)(F)F)c2)CC1	-4	-4	0	-1	16	3	3	-2	-2	0
CC(C)(C)NCC(O)COc1ccccc1C(C)(C)C (stereo not drawn)	0	1	-6	-7	-2	-2	-1	-5	2	-10
CC(C)C12CN(C(=O)c3ccccc3[N+](=O)[O-])CC(C(C)C)(CN(C(=O)c3ccccc3[N+](=O)[O-])C1)C2=O	-4	5	2	-4	-4	2	1	9	-1	3
O=C(CCC1CCCCC1)NCCS(=O)(=O)N1CCN(c2ccccc2)CC1	-5	0	·	·	20	·	5	1	6	11
CCCNC(=O)c1cc2nc(-c3ccccc3)cc(C(F)(F)F)n2n1	-2	3	-1	-12	-2	1	-4	-7	-10	1
CCOc1ccc(N(CC(=O)N2CCCC2)S(=O)(=O)c2ccc(F)cc2)cc1	0	-1	-4	-34	-3	-3	·	34	-2	-7
O=C(O)c1ccc(N=NN2CCCC2)cc1	-2	-5	-2	-75	12	10	0	-2	-13	-2
CN1CCN(c2ccc(S(=O)(=O)N3CCCCC3)cc2NC(=O)CSCc2ccccc2)CC1	2	0	-2	-15	14	-2	0	0	0	-16
CCC(C)(C)NC(=O)C(c1ccc(C)o1)N(Cc1cccs1)C(=O)Cn1nnc2ccccc21 (stereo not drawn)	2	2	4	-3	-5	4	2	32	14	-5
CCCCSCCCNC(=O)C1CCC(CNS(=O)(=O)c2ccccc2)CC1 (stereo not drawn)	0	0	-6	-5	10	2	0	14	-7	2
Cc1cccc(Nc2ccccc2C(=O)OCC(=O)N(C)C2CCS(=O)(=O)C2)c1C (stereo not drawn)	-4	-1	-6	-5	32	-4	-2	-3	-13	16
COc1ccccc1C(=O)N/C(=C\c1ccccc1)C(=O)NCc1ccco1	5	1	-6	2	-9	5	-7	17	3	-25
Cc1ccc(C2(C)NC(=O)N(CC(=O)NC(=O)NCCC(C)C)C2=O)cc1 (stereo not drawn)	2	3	7	-2	31	5	-2	-4	1	-4
CCN(C(=O)COC(=O)c1ccc(COc2ccc3c(C)cc(=O)oc3c2)cc1)C1CCS(=O)(=O)C1 (stereo not drawn)	-1	2	-2	-58	-23	-6	·	19	8	19
O=C(Cc1ccccc1[N+](=O)[O-])Nc1ccccc1C(=O)N1CCOCC1	0	-1	-2	-31	-41	-4	-5	-2	-5	-38

These rows are one share of the data, so the mix of outcomes need not match the whole.
